# From PubChem BioAssay
# TbPYK inhibitor: qHTS of Trypanosoma Brucei Inhibitors. TbPYK enzyme, Kinase-Glo Plus ATP luminescence, 45 min. Potency, µM (highest dose often 76.8 µM), inactives show at the highest dose activity, negative = inhibition, most hits filed as inhibitors. 410,000 compounds, 0.12% hits. AID 624173, 2012; active = well fitted inhibition curve with a large enough effect; also: nearly all actives have a fitted effect of over 50% in size
#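 Glycolytic pyruvate kinase of T. brucei was incubated with substrate, test compound and 130 uM ADP for 45 minutes at room temperature. Luminescent Kinase-Glo Plus signal was measured after 10 minutes.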
# * marks the source's active call; other numbers are inactive results; [ ] = remark or other dose. % is scaled to controls: 0 for no effect and ±100 for the full control effect; potency is read from the fitted curve at half-maximal effect. The list is partial. The share of hits here may be higher or lower than overall.
SMILES,TbPYK inhibitor
CCc1ccc(-c2cn3c(n2)sc2cc(C(=O)NC4CCCCC4)ccc23)cc1,1%
Cc1ccc(-c2nc3cc(Cl)ccc3o2)cc1NC(=O)COc1ccc(F)cc1,0%
Cc1ccc(C(=O)c2oc3ccccc3c2NC(=O)COc2ccccc2Cl)cc1,-5%
CCc1ccc(CN2CCc3nc(N4CCN(c5ccccc5F)CC4)ncc3C2)cc1,2%
Cc1ccc2nc3c(cc(C(=O)NC4CCCCC4)c(=N)n3C(C)C)c(=O)n2c1,-4%
CCOC(=O)C1CCCN(S(=O)(=O)c2ccc3c(c2)CCN3C(=O)CC)C1 (stereo not given),1%
Cc1cc2c(cc1S(=O)(=O)CCC(=O)Nc1ccc(OC(F)(F)F)cc1)OCC(=O)N2,-11%
CCc1cc2c(cc(C(=O)OC)n2Cc2nc(-c3ccc(C)cc3)oc2C)s1,0%
Cc1ccc(Cl)cc1N1CCN(C(=O)CCS(=O)(=O)c2cc(Br)cc3c2N(C(=O)C2CC2)CC3)CC1,-8%
COc1ccc(CNC(=O)c2cc3cc(C)ccc3n2C)cc1,-1%
Cc1nnc2c3ccccc3nc(N3CCN(c4cccc(Cl)c4)CC3)n12,2%[15.4 µM]
Cc1ccc(NC(=O)C2CCCN(c3nnc(-n4c(C)ccc4C)s3)C2)c(C)c1 (stereo not given),-8%
COc1ccccc1CNC(=O)c1ccc2c(c1)N(Cc1cccc(Cl)c1)C(=O)c1ccccc1S2(=O)=O,2%
CC(NC(=O)C1CCN(C(=O)c2ccc(-n3ccc4ccccc43)s2)CC1)c1ccccc1 (stereo not given),-2%
COc1ccc(CNC(=O)Cn2ccc3cc(S(=O)(=O)N4CCCCCC4)ccc32)cc1OC,6%
Cc1ccc2onc(CNC(=O)Nc3cc(F)ccc3F)c2c1,3%
COc1ccc(C)c2sc(NC(=O)c3ccc(S(=O)(=O)N4CCCC4)cc3)nc12,-7%
CCOc1ccc2c(c1)sc1nc(=O)n(-c3ccc(Cl)c(Cl)c3)c(=O)n12,-3%
COc1ccc(CN(C(=O)Nc2ccc(C)c(F)c2)C2CCN(C(C)=O)CC2)cc1,-9%
Cc1cc(C)c2c(CC(=O)Nc3ccc(S(=O)(=O)Nc4ncccn4)cc3)coc2c1,1%

# 12 entries already listed, arranged by count of non-hydrogen atoms, low to high.
SMILES,TbPYK inhibitor
Cc1ccc2onc(CNC(=O)Nc3cc(F)ccc3F)c2c1,3%
CCOc1ccc2c(c1)sc1nc(=O)n(-c3ccc(Cl)c(Cl)c3)c(=O)n12,-3%
CCOC(=O)C1CCCN(S(=O)(=O)c2ccc3c(c2)CCN3C(=O)CC)C1 (stereo not given),1%
CCc1cc2c(cc(C(=O)OC)n2Cc2nc(-c3ccc(C)cc3)oc2C)s1,0%
Cc1ccc(-c2nc3cc(Cl)ccc3o2)cc1NC(=O)COc1ccc(F)cc1,0%
Cc1ccc(C(=O)c2oc3ccccc3c2NC(=O)COc2ccccc2Cl)cc1,-5%
Cc1cc(C)c2c(CC(=O)Nc3ccc(S(=O)(=O)Nc4ncccn4)cc3)coc2c1,1%
CCc1ccc(CN2CCc3nc(N4CCN(c5ccccc5F)CC4)ncc3C2)cc1,2%
CC(NC(=O)C1CCN(C(=O)c2ccc(-n3ccc4ccccc43)s2)CC1)c1ccccc1 (stereo not given),-2%
COc1ccc(CNC(=O)Cn2ccc3cc(S(=O)(=O)N4CCCCCC4)ccc32)cc1OC,6%
Cc1ccc(Cl)cc1N1CCN(C(=O)CCS(=O)(=O)c2cc(Br)cc3c2N(C(=O)C2CC2)CC3)CC1,-8%
COc1ccccc1CNC(=O)c1ccc2c(c1)N(Cc1cccc(Cl)c1)C(=O)c1ccccc1S2(=O)=O,2%

# (further entries)
SMILES,TbPYK inhibitor
Cc1ccccc1OCC(=O)Nc1ccccc1OCc1cc(=O)n2ccccc2n1,2%
Cn1c(=O)c2c(n3c4ccccc4nc13)NC(=O)CC2c1ccccc1F (stereo not given),3%
CNC(=O)CN1C(=O)COc2ccc(S(=O)(=O)N3CCC(C)CC3)cc21,5%
CC(C)Oc1ccc(C(=O)Nc2nnc3n2CCS3)cc1,-7%
CC(C)CN1CCCC2(CCN(C(=O)c3cnccn3)CC2)C1,-3%
CCN(CC)S(=O)(=O)c1cccc(C(=O)Nc2ccccc2C(=O)Nc2ccc(OC)cc2)c1,2%
CCc1nn(CC(=O)NC2CC2)c(=O)c2cc3ccccc3n12,0%
Cc1cccc(C(=O)OCc2cc(=O)n3nc(C4CC4)sc3n2)c1,0%
CCOC(=O)c1cccc(NS(=O)(=O)c2cc(-c3cnc(C4CC4)o3)ccc2C)c1,0%
COc1cccc(C(=O)c2cn(CC(=O)Nc3cccc(C)c3C)c3nc(C)ccc3c2=O)c1,-7%
COc1cccc(OCc2nc3ccccc3n2CCOc2ccccc2)c1,-3%
Cc1ccc(-c2nn(CC(=O)NC3CCCCC3)c3c2cnc2ccccc23)cc1,-1%
O=C(CCSCc1cccc(Cl)c1)NCc1ccccc1Cl,0%
O=C(Nc1cccc(C(F)(F)F)c1)Nc1nnc(N2CCCCCC2)s1,1%
CC(C)(C)OC(=O)N1CCC(c2c(C(=O)N3CCN(C4CCCCC4)CC3)cnn2-c2cccc(Cl)c2)CC1,3%
Cc1ccc(NC(=O)[C@@H](c2ccccc2)N2Cc3ccccc3C2=O)cc1,-2%
CC(C)NC(=O)c1nn(C)c2c1CS(=O)(=O)c1ccccc1-2,0%
O=C(CN1C(=O)c2cccnc2Sc2ccccc21)Nc1cc(F)ccc1F,0%
O=C(CN1C(=O)CSc2ccc(S(=O)(=O)N3CCCC3)cc21)NCc1ccc(Cl)cc1,9%
CC1=C(c2ccc(C(C)C)cc2)S(=O)(=O)N=C1N1CCN(c2ccc(F)cc2)CC1,2%
CCc1cccc(NC(=O)CN2C(=O)CCc3cc(S(=O)(=O)N4CCOCC4)ccc32)c1,-7%
COc1ccc2nc(NC(=O)c3nc(SCc4ccc(F)cc4)ncc3Cl)sc2c1,-1%
CCOc1cccc2sc(N(Cc3cccnc3)C(C)=O)nc12,10%[15.4 µM]
Cn1c(=O)c2c(nc(SCC(=O)Nc3ccc(OC(F)(F)F)cc3)n2Cc2cccc(C(F)(F)F)c2)n(C)c1=O,7%
Cc1ccc2c(C)c(C(=O)NCC(c3ccc(Cl)cc3)N3CCOCC3)oc2c1 (stereo not given),-13%
COc1ccc(C(=O)Nc2cc3c(cc2N2CCCC2)n(C)c(=O)c(=O)n3C)cc1OC,-2%
C#CCSc1nc(-c2ccccc2)cc(-c2ccccc2)c1C#N,-13%
Cc1cc(F)ccc1NC(=O)C1CCCN(c2nnc(-n3c(C)ccc3C)s2)C1 (stereo not given),-1%
COc1cccc(C(=O)Nc2ccc(NC(=O)c3ccc(C(C)(C)C)cc3)cc2)c1,0%
O=C(OCc1ccccc1)c1ccc(-c2nnn(Cc3ccccc3F)n2)cc1,-1%
Cc1ccc(CNC(=O)CSc2nc3c(sc4ccccc43)c(=O)n2CCCC(=O)NCCO)cc1,0%
CCCCCCSc1nnc2c(n1)OC(C)Nc1ccc(Br)cc1-2 (stereo not given),-3%
CC1=C(C(=O)Nc2ccccc2)C(c2ccc(C(=O)O)cc2)n2nc(SCC(=O)c3ccc(C)cc3)nc2N1 (stereo not given),-8%
Cc1ccc(-c2onc(C)c2C)cc1S(=O)(=O)N1CCN(c2ccccc2F)CC1,-9%
CCCCNC(=O)[C@@H](c1ccccc1)N1Cc2ccccc2C1=O,0%
O=c1cc(-c2ccccc2)nc(SCc2nc(-c3ccccc3Cl)no2)[nH]1,7%[15.4 µM]
O=C(NCc1nc(-c2ccccc2)no1)c1ccco1,-2%
COc1ccc(NC(=O)Cn2c(=O)oc3cc(S(=O)(=O)N4CCCCCC4)ccc32)cc1OC,-3%
CCOc1ccccc1Nc1nc(N2CCCC2)nc(N2CCOCC2)n1,3%
Cc1ccc(N(CC(=O)NCCc2ccccc2)S(=O)(=O)N(C)C)cc1,0%
CCn1cc(S(=O)(=O)c2cc(C)cc(C)c2)c(=O)c2cc(F)c(N3CCOCC3)cc21,5%
CC1CCN(c2nc3c(S(=O)(=O)c4cccc(Cl)c4)nnn3c3ccsc23)CC1,5%
COc1ccc(-c2noc(-c3ccc(N4CCN(c5ccccc5OC)CC4)c([N+](=O)[O-])c3)n2)cc1,-1%
COc1ccccc1C(=O)Nc1ccc2oc(-c3cccc(Cl)c3Cl)nc2c1,2%
CCC(=O)N1c2ccccc2CC1C(=O)NCCCN1CCN(c2ccc(OC)cc2)CC1 (stereo not given),0%
CN(Cc1ccccc1)C(=O)c1cccc(NC(=O)c2nsc3ccccc23)c1,-5%
N#CN1CCC(NS(=O)(=O)c2ccc(C(F)(F)F)cc2)CC1,-1%
COc1ccccc1N1CCN(S(=O)(=O)CCNC(=O)COc2ccccc2F)CC1,3%
CC(C)c1ccc(S(=O)(=O)c2nnn3c2nc(N2CCCC2)c2sccc23)cc1,0%
COc1ccccc1NC(=O)c1cc2c(=O)oc3ccc(C)cc3c2s1,0%
COc1ccc(OC)c(/C=C(\C#N)c2nc(-c3ccc(F)cc3)cs2)c1,0%
CCn1c(SCC(=O)Nc2ccc(C)c(C)c2)nnc1-c1nonc1NC(C)=O,1%
COc1ccc(NC(=O)c2c(C)oc3ccc(O)c(CN4CCCCCC4)c23)cc1Cl,0%
COc1ccccc1NC(=O)c1cc(S(=O)(=O)N2CCN(c3ccccc3Cl)CC2)ccc1F,0%
COc1ccc2c(c1)Cc1sc(NC(=O)c3ccccc3Br)nc1-2,3%
COc1ccc(CNC(=O)C(CC(C)C)N2Cc3ccccc3C2=O)cc1 (stereo not given),4%
CN(CC(=O)N1CCOCC1)Cc1c(Cl)cccc1NC(=O)c1ccccc1,-5%
Cc1cccc(N2CCN(c3ccc(C(=O)O)cc3NC(=O)c3cccc(Cl)c3)CC2C)c1 (stereo not given),-7%
COc1cccc(CNC(=O)c2sc3nc(C)cc(C)c3c2-n2cccc2)c1OC,2%
Cc1nnc(NC(=O)C(=O)c2cc(C)n(-c3ccc(C)c(C)c3)c2C)s1,3%
# Further entries follow:
SMILES,TbPYK inhibitor
COCCn1c(=O)c(-c2ccccc2)nc2cnc(N3CCNCC3)nc21,-11%
Cc1c(Cl)cccc1-n1nnc(-c2nc(-c3ccc4c(c3)OCO4)no2)c1C,-5%
CC(C)NC(=O)C(c1ccccc1)N1Cc2ccccc2C1=O (stereo not given),-4%
O=c1c2ccccc2nc(/C=C\c2ccccc2F)n1-c1ccc(O)cc1,3%
COC(=O)c1ccc(Cl)cc1NC(=O)Nc1nnc(N(C)C2CCCCC2)s1,-1%
O=C(CSc1nccn1Cc1ccco1)Nc1ccc(OC(F)(F)F)cc1,-2%
CCOc1ccccc1CNC(=O)CSc1nnc(C)c2c(C)n(-c3ccccc3)nc12,-6%
COc1cc(OC)c(N(C)C(=O)c2sc3nc4n(c(=O)c3c2C)CCCC4)cc1Cl,6%
Cc1ccccc1C1=CCN(c2ncc(NC(=O)c3ccc(Cl)cc3)cc2C(=O)O)CC1,5%
Cc1ccc(OCC(=O)Nc2cccc3ccc(C)nc23)c(C)c1,-15%
Cc1c2cnn(CC(=O)NCCc3ccccc3)c(=O)c2c(C)n1Cc1ccccc1Cl,2%
CCc1ccccc1Nc1nc2cc(Cl)c(Cl)cc2nc1-n1nc(C)cc1C,2%
CCOc1ccc(C(=O)Nc2c(C(=O)Nc3ccccc3F)oc3ccccc23)cc1OCC,-1%
CCOc1ccccc1NC(=O)c1c(NC(=O)c2cccc(C)c2)sc2c1CCC2,-3%
CCCCOC(=O)c1ccc(NC(=O)C2(c3cccs3)CCOCC2)cc1,0%
Cc1cc(C)cc(Nc2ncnc3onc(-c4ccc(F)cc4)c23)c1,-7%
COc1ccc(NC(=O)c2oc3ccccc3c2NC(=O)c2cc(=O)c3cc(Cl)ccc3o2)cc1,3%
Cc1ccc(NC(=O)/C(C#N)=C/c2ccc(-c3ccc(Cl)c(C(=O)O)c3)o2)cc1C,1%
COc1ccc(NC(=O)c2ccc3c(SCC(=O)O)c4c(nc3c2)CCCC4)cc1OC,-4%
CCc1c(C)c2cc3c(c(C)c2oc1=O)OCN(CCc1ccccc1F)C3,-6%

# Retrieved one by one from the entries so far (three):
SMILES,TbPYK inhibitor
CCc1nn(CC(=O)NC2CC2)c(=O)c2cc3ccccc3n12,0%
Cc1c2cnn(CC(=O)NCCc3ccccc3)c(=O)c2c(C)n1Cc1ccccc1Cl,2%
CCN(CC)S(=O)(=O)c1cccc(C(=O)Nc2ccccc2C(=O)Nc2ccc(OC)cc2)c1,2%

# Other results
SMILES,TbPYK inhibitor
CCc1ccccc1NC(=O)Cn1c(=O)ccc2cc(S(=O)(=O)N3CCCC3)ccc21,-2%
COc1ccc(-c2nc3cnc(N4CCNCC4)nc3n(C3CC3)c2=O)cc1,-6%
COc1ccc(-c2oc3cc(OC)ccc3c2C(=O)c2ccc(C#N)cc2)cc1,2%
COc1ccccc1C(=O)CC1(O)C(=O)N(CC(N)=O)c2ccccc21 (stereo not given),2%
CCOc1ccc(OCC)c(NC(=O)c2cnc3c(-c4ccccc4)c(C)nn3c2C)c1,0%
CCOc1ccc(NC(=O)c2ccc3c(c2)c(C)c(C)n3Cc2ccc(F)cc2)cc1,-1%[15.4 µM]
Cc1ccccc1NC(=O)C1CCN(S(=O)(=O)c2c(C)noc2/C=C/c2ccco2)CC1,1%
Cc1ccc(CN2C(=O)c3oc4ccc(C)cc4c(=O)c3C2c2ccc(O)cc2)cc1 (stereo not given),1%
Cc1ccc(NC(=O)CN2C(=O)COc3ccc(S(=O)(=O)N4CCOCC4)cc32)c(Cl)c1,1%
CCc1nnc2c(NCc3ccccc3)nc3ccccc3n12,-6%
CCN1c2cc(C)ccc2-n2cccc2C12CCN(C(=O)Nc1cc(OC)c(OC)c(OC)c1)CC2,-6%
Cc1ccc(C(=O)Nc2cccc3cccnc23)cc1Cl,3%
COc1ccc(CC(=O)Nc2sc3c(c2C(=O)Nc2c(C)cccc2C)CCCCC3)cc1,-1%
COc1ccc(-n2c(SCC(=O)NCc3ccc(C)cc3)nc3n[nH]c(C)c3c2=N)cc1,-1%
